MITF inh = blocks human microphthalmia-associated transcription factor. O75030. AlphaScreen MITF homodimerization, bead proximity signal. inhibition, % at 2.6 µM. 650,000 compounds, 0.91% hits; in the data active = inhibition above about 50%;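 note: 0% = vehicle wells with protein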
GPR151 activ = activates the human receptor GPR151 | Q8TDV0 | PathHunter beta-arrestin GPR151 cells, luminescence | activation, % at 11.2 µM | 650,000 compounds, 1% hits; in the data active = activation above about 4.9%;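 note: 0% = median of compound wells and 100% = cells with positive control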
Target sequence (Q8TDV0 whole entry, looked up): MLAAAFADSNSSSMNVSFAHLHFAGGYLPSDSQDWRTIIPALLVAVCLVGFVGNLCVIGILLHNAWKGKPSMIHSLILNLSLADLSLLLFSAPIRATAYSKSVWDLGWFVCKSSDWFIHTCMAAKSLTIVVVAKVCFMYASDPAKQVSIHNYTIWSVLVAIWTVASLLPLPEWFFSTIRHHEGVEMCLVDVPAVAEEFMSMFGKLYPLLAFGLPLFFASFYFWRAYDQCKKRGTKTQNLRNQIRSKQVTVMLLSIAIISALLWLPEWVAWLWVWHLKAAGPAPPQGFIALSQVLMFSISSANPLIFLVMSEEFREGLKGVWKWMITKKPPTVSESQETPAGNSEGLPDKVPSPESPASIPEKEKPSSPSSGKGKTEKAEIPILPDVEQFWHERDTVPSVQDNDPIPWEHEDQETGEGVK
FBW7 act = human FBW7 E3 ligase activation, primary screen | Q969H0 | normalized activity (activation), % at 26.1 µM | AlphaScreen FBW7–phospho-cyclin E peptide binding, activator screen | 650,000 compounds, 0.13% hits | AID 1259310; in the data active = normalized activity above about 1.9%;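 note: purified mutant Fbw7 with reduced substrate affinity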
Target sequence (Q969H0 whole entry, looked up): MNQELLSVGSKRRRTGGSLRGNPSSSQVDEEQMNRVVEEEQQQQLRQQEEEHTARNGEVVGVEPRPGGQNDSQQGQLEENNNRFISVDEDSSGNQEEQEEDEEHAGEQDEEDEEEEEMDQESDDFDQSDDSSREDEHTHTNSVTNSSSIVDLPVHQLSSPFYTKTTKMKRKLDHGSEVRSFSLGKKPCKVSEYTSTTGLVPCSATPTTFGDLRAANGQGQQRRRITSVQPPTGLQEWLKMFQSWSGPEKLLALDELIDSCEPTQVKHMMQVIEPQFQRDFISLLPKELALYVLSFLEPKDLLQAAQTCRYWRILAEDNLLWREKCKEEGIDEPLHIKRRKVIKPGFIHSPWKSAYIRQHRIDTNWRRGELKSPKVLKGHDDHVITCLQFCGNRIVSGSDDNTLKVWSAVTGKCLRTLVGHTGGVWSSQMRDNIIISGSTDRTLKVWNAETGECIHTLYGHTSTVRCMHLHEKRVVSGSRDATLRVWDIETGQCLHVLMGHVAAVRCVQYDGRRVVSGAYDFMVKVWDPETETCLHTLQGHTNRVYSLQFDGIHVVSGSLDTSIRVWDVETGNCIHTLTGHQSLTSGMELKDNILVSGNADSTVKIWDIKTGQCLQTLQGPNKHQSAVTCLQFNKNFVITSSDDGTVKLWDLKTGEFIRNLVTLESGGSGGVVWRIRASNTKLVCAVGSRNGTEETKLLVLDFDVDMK
TEAD-YAP block = TEAD-YAP interaction inhibition; HEK-TIYL cells, TEAD-Gal4/YAP UAS-luciferase luminescence; inhibition, % at 9.12 µM; 640,000 compounds, 1.4% hits; AID 1259422; in the data active = inhibition above about 32%;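 note: 0% = median of test compound wells and 100% = reference inhibitor wells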
* hit, by the source's call; · = no result given.

SMILES | MITF inh | GPR151 activ | FBW7 act | TEAD-YAP block
COc1ccc(NC(=O)c2nc[nH]c2C(=O)Nc2ccc([N+](=O)[O-])cc2)cc1 | 20 | 0.3 | -0.1 | 6
Cc1ccc(N2C(=O)c3ccc(C(=O)OCC(=O)c4cccc([N+](=O)[O-])c4)cc3C2=O)cc1 | -7 | -0.6 | -0.2 | -7
O=C(NCCSc1ccccc1)c1ccco1 | -7 | -1.3 | -0.1 | -74
CC(=O)C1=C(O)C(=O)N(c2ccc(O)cc2)C1c1ccccc1 (stereo not drawn) | 16 | -0.4 | 0.1 | 0
COc1ccc(-n2nc3cc(C)c(NC(=O)c4ccc(-c5ccc(Cl)cc5)o4)cc3n2)cc1 | 6 | -0.5 | 0.1 | 11
Cc1cccc(OCC(=O)Nc2ccc3c(c2)nc(CCNC(=O)c2ccco2)n3C)c1 | 8 | 0.9 | -0.3 | 11
CCCS(=O)(=O)c1c(S(=O)(=O)CCC)c2c3ccccc3ccn2c1C(=O)c1ccc(C)cc1 | 5 | -0.2 | 0.0 | 4
O=C1C(=Cc2cc([N+](=O)[O-])cc(Br)c2O)C(=O)c2ccccc21 | 3 | 0.9 | 0.1 | 9
COc1ccc(CCNC(=O)CSc2ncnc3sc(-c4ccccc4)cc23)cc1OC | -8 | -0.4 | 0.0 | -8
CCN(CC(=O)Nc1ccccc1C(=O)OC)S(=O)(=O)c1ccc(OC)cc1 | 2 | -1.0 | -0.1 | -4
CC(C)OC(=O)c1c(NC(=O)CCCOc2ccc(Cl)cc2Cl)sc2c1CCCCC2 | 0 | -1.0 | -0.1 | -5
CC(NC(=O)c1cc(-c2ccccc2)nc2ccccc12)C12CC3CC(CC(C3)C1)C2 (stereo not drawn) | -5 | -0.9 | 0.1 | -3
NC(=O)c1ccnc(Nc2ccc(C(F)(F)F)cc2)c1 | 6 | 1.1 | 0.5 | 7
Cc1[nH]nc2c1C(c1ccc(OCc3ccc(Cl)cc3Cl)cc1)C(C#N)=C(N)O2 (stereo not drawn) | 0 | -1.4 | 0.0 | -31
CC(C)OC(=O)CSc1nc(C2CC2)nc2ccccc12 | 6 | -1.0 | -0.1 | 1
COc1ccc(N=C2NC(=O)/C(=C/c3c(OC)ccc4ccccc34)S2)cc1 | -2 | -0.8 | 0.0 | 36*
O=C(CSc1nnc2ccc(-c3ccccc3)nn12)N1CCOCC1 | 4 | 0.8 | -0.1 | -30
Cc1cccc(C(=O)N2CCc3c([nH]c4ccccc34)C2c2ccc(Cl)cc2)c1 (stereo not drawn) | -10 | 0.5 | 0.0 | -2
CC(=NCc1ccccc1)c1ccc(Cl)cc1O | 12 | -0.9 | 0.2 | 5
CN(C)S(=O)(=O)c1ccc(C(=O)Nc2nc3c(ccc4ccccc43)s2)cc1 | -1 | -0.3 | 0.0 | 8
COc1ccc(-c2cc(-c3ccccc3O)[nH]n2)cc1 | -9 | -3.8 | 0.0 | -14
COc1ccc(C(=O)Oc2ccc3c(c2)oc(=O)c2ccccc23)cc1 | 4 | 2.1 | 0.0 | -12
COc1ccc(C2CC(C(F)(F)F)n3ncc(C(=O)N4CCN(C(c5ccccc5)c5ccccc5)CC4)c3N2)cc1 (stereo not drawn) | 5 | 2.0 | 0.0 | -1
CCC(=O)N(Cc1ccccc1)Cc1cc2cc3c(cc2[nH]c1=O)OCCO3 | 20 | 0.2 | 0.2 | 18
COc1ccc(-n2nnc(C(=O)Nc3ccc(F)c(Cl)c3)c2C)cc1 | 2 | 0.1 | 0.0 | -29

Next section:
SMILES | MITF inh | GPR151 activ | FBW7 act | TEAD-YAP block
CCCCC(=O)Nc1ccc(N2CCN(S(C)(=O)=O)CC2)cc1 | 7 | 0.1 | 0.1 | -18
COC(=O)Nc1cccc2nsnc12 | 14 | 0.6 | 0.4 | 14
CCOC(=O)N/N=C/c1ccc(C(=O)O)cc1 | 5 | -1.0 | 0.4 | 13
COc1ccccc1/C=c1\sc2nc(-c3ccc(OC)c(OC)c3)nn2c1=O | -8 | -0.4 | 0.0 | -1
CCCC12CN3CC(C)(CN(C1)C3c1ccc(Br)cc1)C2=O (stereo not drawn) | -4 | 1.0 | 0.0 | 4
COc1ccccc1C1C(C(=O)OC(C)C)=C(C)NC2=C1C(=O)CC(c1ccccc1)C2 (stereo not drawn) | 5 | -2.2 | 0.5 | 0
O=C(Nc1nc2ccc3ccccc3c2s1)c1ccc(S(=O)(=O)N2CCCc3ccccc32)cc1 | 18 | 2.1 | 0.3 | 2
Cc1ccoc1C(=O)N1CCc2c(cnc(C)c2CNC(=O)c2ccc3nc[nH]c3c2)C1 | 10 | 0.6 | 0.9 | 0
CC(C)(C)c1ccc(C(=O)Nc2c3c(nc4ccccc24)CCCC3)cc1 | 3 | 1.7 | 0.0 | -10
CCN1CCN(C(=O)C2c3ccccc3C(=O)N(C)C2c2cn(C)c3ccccc23)CC1 (stereo not drawn) | -4 | -1.6 | 0.6 | -7
COc1ccc(NC(=S)N(CCCN2CCCC(C)C2)Cc2cccs2)cc1 (stereo not drawn) | 2 | 0.2 | -0.1 | 0
Cc1ccc(NC(=O)CCNS(=O)(=O)c2ccc3nc(-c4ccccc4)[nH]c3c2)cc1 | -3 | 0.4 | -0.2 | 12
O=C(CSc1nc2[nH]ncc2c(=O)n1-c1ccc(F)c(Cl)c1)N1CCCc2ccccc21 | -2 | 2.8 | -0.1 | 12
CSc1ccc(-c2ccc(SC)cc2)cc1 | -22 | -0.7 | -0.1 | 1
CCS(=O)(=O)NCC(c1ccco1)N1CCN(c2ccccc2)CC1 (stereo not drawn) | 10 | 1.8 | 0.0 | 0
O=c1c(Nc2cccc(C(F)(F)F)c2)c(-c2ccccc2)c1=O | 7 | -0.6 | 0.0 | 5
CC(C)COc1cc(=O)[nH]c(=S)[nH]1 | -9 | -1.2 | -0.1 | 3
COc1cc(Br)c(/C=N\NC(=O)COc2cccc3cccnc23)cc1OC | 0 | 1.2 | 0.3 | -7
COc1ccc(S(=O)(=O)N2CCC(C(=O)NC(C)(C)C)CC2)cc1OC | -20 | -1.1 | 0.7 | -1
CCOC(=O)C1(CCc2ccccc2)CCN(C(=O)c2ccc(Cn3cnnn3)cc2)CC1 | 2 | 0.6 | -0.1 | 4
O=C(Nc1c(Cl)cccc1Cl)c1cc2nc(-c3ccc(Br)cc3)cc(C(F)(F)F)n2n1 | 9 | 0.5 | 0.0 | 3
COc1ccc(Cn2nnnc2CN2CCN(c3ccccc3)CC2)cc1 | 8 | -0.3 | 0.9 | -4
CCn1cc(S(=O)(=O)c2ccc(F)cc2)c(=O)c2cc(Cl)ccc21 | -10 | 1.4 | 0.2 | 5
CN(C)CCN(Cc1cc2cc3c(cc2n2nnnc12)OCO3)C(=O)C1CCC1 | -1 | 0.0 | -0.1 | 0
O=C(NC1CC1)C1CCN(S(=O)(=O)c2cc(Cl)ccc2Cl)CC1 | -3 | 1.2 | -0.1 | -2

Sorted by molecular weight (ascending): some entries from above.
SMILES | MITF inh | GPR151 activ | FBW7 act | TEAD-YAP block
CC(C)COc1cc(=O)[nH]c(=S)[nH]1 | -9 | -1.2 | -0.1 | 3
COC(=O)Nc1cccc2nsnc12 | 14 | 0.6 | 0.4 | 14
CCOC(=O)N/N=C/c1ccc(C(=O)O)cc1 | 5 | -1.0 | 0.4 | 13
CSc1ccc(-c2ccc(SC)cc2)cc1 | -22 | -0.7 | -0.1 | 1
O=c1c(Nc2cccc(C(F)(F)F)c2)c(-c2ccccc2)c1=O | 7 | -0.6 | 0.0 | 5
CCCCC(=O)Nc1ccc(N2CCN(S(C)(=O)=O)CC2)cc1 | 7 | 0.1 | 0.1 | -18
CCCC12CN3CC(C)(CN(C1)C3c1ccc(Br)cc1)C2=O (stereo not drawn) | -4 | 1.0 | 0.0 | 4
CCn1cc(S(=O)(=O)c2ccc(F)cc2)c(=O)c2cc(Cl)ccc21 | -10 | 1.4 | 0.2 | 5
COc1ccc(S(=O)(=O)N2CCC(C(=O)NC(C)(C)C)CC2)cc1OC | -20 | -1.1 | 0.7 | -1
COc1ccccc1/C=c1\sc2nc(-c3ccc(OC)c(OC)c3)nn2c1=O | -8 | -0.4 | 0.0 | -1
Cc1ccoc1C(=O)N1CCc2c(cnc(C)c2CNC(=O)c2ccc3nc[nH]c3c2)C1 | 10 | 0.6 | 0.9 | 0
COc1ccccc1C1C(C(=O)OC(C)C)=C(C)NC2=C1C(=O)CC(c1ccccc1)C2 (stereo not drawn) | 5 | -2.2 | 0.5 | 0
Cc1ccc(NC(=O)CCNS(=O)(=O)c2ccc3nc(-c4ccccc4)[nH]c3c2)cc1 | -3 | 0.4 | -0.2 | 12
CCOC(=O)C1(CCc2ccccc2)CCN(C(=O)c2ccc(Cn3cnnn3)cc2)CC1 | 2 | 0.6 | -0.1 | 4
O=C(CSc1nc2[nH]ncc2c(=O)n1-c1ccc(F)c(Cl)c1)N1CCCc2ccccc21 | -2 | 2.8 | -0.1 | 12
O=C(Nc1c(Cl)cccc1Cl)c1cc2nc(-c3ccc(Br)cc3)cc(C(F)(F)F)n2n1 | 9 | 0.5 | 0.0 | 3

The listing continues:
SMILES | MITF inh | GPR151 activ | FBW7 act | TEAD-YAP block
CCN1CCN(C(=O)NS(=O)(=O)c2ccc(C)cc2)CC1 | 7 | -0.2 | -0.2 | -1
O=C1OC(NC(=O)c2ccccc2)C(Nc2ccccc2O)=C1Cl (stereo not drawn) | 6 | 3.3 | -0.3 | 9
CCCN(CCC)CCNC(=O)c1cn(C)c(=O)c2c1c1ccccc1n2C | -7 | 1.0 | -0.1 | 6
Cc1ccc(N2C(=O)CSC2c2cccc([N+](=O)[O-])c2)cc1Cl (stereo not drawn) | -10 | 0.0 | -0.1 | 3
CCCCC1(c2ccccc2)SC(NC(C)=O)=NN1C(C)=O (stereo not drawn) | 10 | -1.7 | 1.1 | 10
COc1ccc(-c2nc3cc(F)ccc3s2)cc1OC | 10 | -1.3 | · | ·
CCOc1ccc(OCC)c(S(=O)(=O)N2CCN(C)CC2)c1 | -10 | -0.8 | -0.2 | -4
COc1ccc2c(CC(=O)OCc3c(C)noc3C)coc2c1 | 0 | 5.1* | 0.1 | 9
c1ccc(CCc2nnc3n2CCN(Cc2ccnc4ccccc24)CC3)cc1 | 3 | 0.3 | -0.1 | 3
CCCCC1=NN2C(=N)/C(=C/c3ccc(OCCOc4cc(C)cc(C)c4)c(OC)c3)C(=O)N=C2S1 | 8 | 0.3 | -0.1 | 6
Cc1cccc(OCC(=O)N(Cc2nc(-c3ccccc3)no2)C(C)C)c1 | 4 | -0.6 | 0.0 | -13
CCS(=O)(=O)N1Cc2ccccc2CC1C(=O)NC1CCCc2ccccc21 (stereo not drawn) | 9 | 2.4 | 0.4 | 6
CCOC(=O)c1cnc2cc(C(F)(F)F)ccc2c1Nc1cc(OC)ccc1OC | 0 | 4.9* | 0.0 | 6
CCCc1oc(C(=O)O)cc1CN1CCCCC1 | 12 | -0.3 | 0.2 | 2
Cc1ccc(C=Nc2cccc([N+](=O)[O-])c2C)s1 | 0 | -0.4 | 0.0 | 4
CNC(=O)c1cnn(-c2ccccc2)c1NC(=O)c1ccc(C)cc1 | -12 | 1.1 | -0.1 | 0
Cc1ccccc1CSc1nnc2[nH]c(=O)c(C)c(C)n12 | 19 | -0.7 | 0.1 | -2
CC(=O)Nc1cccc(NS(=O)(=O)c2c(F)cc(F)cc2Br)c1 | -6 | 1.3 | 0.0 | -2
C=CCCC(=O)N1CCc2nnc(C(CC(C)C)NC(=O)CN(C)C)n2CC1 (stereo not drawn) | -1 | -0.4 | 0.0 | 5
CCOC(=O)c1ccc(S(=O)(=O)N2CCN(C3CCCC3)CC2)cc1 | 11 | -0.5 | 0.0 | 3
O=C1CCCN1C(=O)CSc1nnc(-c2ccc3c(c2)OCO3)o1 | -3 | -0.9 | 0.1 | 2
CCCOc1ccc(NC(=O)c2ccco2)cc1 | 6 | -0.1 | -0.1 | -30
CCOc1ccc(-n2c(SCC(=O)NC(C)CC)nnc2-c2ccoc2C)cc1 (stereo not drawn) | -5 | -1.7 | -0.2 | -17
Cc1c(C(=O)Nc2cccc(Cl)c2)sc2ncnc(N3CCc4ccccc4C3)c12 | 10 | -1.8 | 0.5 | -23
C=CCN(C(=O)CSc1nc2ccsc2c(=O)n1CC)c1ccccc1 | 10 | -0.4 | 0.2 | 4

(list continues)
SMILES | MITF inh | GPR151 activ | FBW7 act | TEAD-YAP block
C/C(Cl)=C/CN1C(=O)C(=O)c2ccccc21 | 34 | 0.0 | 0.0 | -2
CCOc1cc(C2C(C(=O)OCc3ccccc3)=C(C)NC3=C2C(=O)CC(c2cccs2)C3)cc([N+](=O)[O-])c1O (stereo not drawn) | 18 | -0.4 | 1.1 | -8
Cn1ncc(Cl)c1-c1nc2ccccc2[nH]1 | 6 | 1.6 | -0.1 | -9
COc1cc2ncn3c(=O)n(CC(=O)N4C(C)CCCC4C)nc3c2cc1OC (stereo not drawn) | 4 | 1.0 | 0.1 | 1
Nc1cc(OC(=O)c2ccc(-c3ccccc3)cc2)nn1S(=O)(=O)c1ccc(F)cc1 | 4 | 0.7 | 0.1 | -1
COc1ccccc1C1=NOC(C(=O)NC(C)(C)C)C1 (stereo not drawn) | 10 | 0.5 | 0.1 | -8
CCC(COC)NC(=O)CCC1(Cc2cccc3ccccc23)CCC(=O)N1 (stereo not drawn) | 3 | 0.1 | -0.1 | 19
CN1CCN(c2ncnc3c2cnn3-c2ccc(Cl)c(Cl)c2)CC1 | 10 | -2.6 | 0.5 | 33*
CCOc1ccc(N(CC(=O)Nc2c(CC)cccc2CC)S(C)(=O)=O)cc1 | -13 | -1.4 | 0.1 | -8
CCN(CC)C(=O)/C=C/c1ccc(OC)c(S(=O)(=O)N2CCCCC2)c1 | -15 | 0.6 | 0.0 | 1

Bioassay records as filed in PubChem BioAssay.
